esBAF inh: SWI/SNF esBAF complex inhibition; actives 2% (n = 350,000); reporter increase, % at 12.5 µM; mouse ES cells, Bmi1-luciferase knock-in reporter, 24 h; 100% = twice the neutral-well signal; in the data active = activation above about 40%;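 note: 0% = median of the plate's neutral control wells and 100% = double that signal; a rise in the Bmi1 reporter signal indicates esBAF inhibition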
S100A4 inh HTS: inhibitors of human S100A4 binding to myosin IIA peptide | P26447 | actives 0.14% (n = 360,000) | inhibition, % at 10.7 µM | S100A4/TAMRA-MyoIIA peptide fluorescence polarization;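 active = mean inhibition of at least 70% across replicates, with every replicate also reaching that level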
Target sequence (P26447 whole entry, looked up): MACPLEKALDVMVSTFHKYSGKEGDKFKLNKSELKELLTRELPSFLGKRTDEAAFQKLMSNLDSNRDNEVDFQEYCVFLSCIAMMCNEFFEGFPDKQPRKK
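Compound dosing: one dose per compound; test system: human S100A4 monomer with TAMRA-labelled myosin IIA peptide; probe or stimulus: TAMRA-labelled myosin IIA heavy-chain peptide probe, 5 nM; medium: HEPES buffer with Ca2+, pH 7.2; schedule: 5 min incubation before reading; benchmarks: neutral control DMSO, positive control TFP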
FN deposition inh: fibronectin deposition inhibition | inhibition, % at 12.6 µM | AID 743247 | AH1F fibroblasts, Alexa488-fibronectin deposition fluorescence, overnight | actives 0.086% (n = 350,000);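 active = mean inhibition across replicates of 30% or more, regardless of how many single replicates reach that level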;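 note: positive control wells lacked labelled fibronectin entirely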
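test system = AH1F fibroblasts assembling fluorescent fibronectin matrix | quantity = 10000 AH1F cells per well | buffer or medium = DMEM plus 2% serum, read in PBS | doses = single dose, pinned | incubation = 1 h cell attachment, overnight exposure to compound and label | detection = fluorescence at 485 nm excitation, 525 nm emission | read-out basis = inhibition from reduced deposited-fibronectin fluorescence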
E-selectin induc: E-selectin induction on HUVECs; activation, % at 7.58 µM; HUVEC E-selectin immunofluorescence imaging; normalized: neutral wells 0, TNF-alpha wells 100; actives 0.37% (n = 260,000);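 active = mean E-selectin-positive cell signal at least 10% of the positive control, reached in at least 60% of replicates, without over 20% cell loss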;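 note: in these data hits start at about 27%; measured in HUVEC primary endothelial cells; signal is the percent of cells scored E-selectin positive by PE staining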
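Test system – human umbilical vein endothelial cells (HUVEC), E-selectin induction · Input – 3,000 HUVEC seeded per well · Buffer or medium – EGM-2, gelatin · Compound dosing – single-point compound dose · Detection – immunofluorescence imaging · Measure – percent E-selectin-positive cells · Controls – TNF-alpha high, DMSO low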
RAD52 anneal inh: blocks human RAD52 DNA annealing | actives 0.46% (n = 360,000) | AID 651710 | P43351 | inhibition, % at 18.7 µM | recombinant RAD52 DNA annealing, FRET fluorescence;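 active = every replicate showing at least 50% inhibition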
Target sequence (P43351 whole entry, looked up): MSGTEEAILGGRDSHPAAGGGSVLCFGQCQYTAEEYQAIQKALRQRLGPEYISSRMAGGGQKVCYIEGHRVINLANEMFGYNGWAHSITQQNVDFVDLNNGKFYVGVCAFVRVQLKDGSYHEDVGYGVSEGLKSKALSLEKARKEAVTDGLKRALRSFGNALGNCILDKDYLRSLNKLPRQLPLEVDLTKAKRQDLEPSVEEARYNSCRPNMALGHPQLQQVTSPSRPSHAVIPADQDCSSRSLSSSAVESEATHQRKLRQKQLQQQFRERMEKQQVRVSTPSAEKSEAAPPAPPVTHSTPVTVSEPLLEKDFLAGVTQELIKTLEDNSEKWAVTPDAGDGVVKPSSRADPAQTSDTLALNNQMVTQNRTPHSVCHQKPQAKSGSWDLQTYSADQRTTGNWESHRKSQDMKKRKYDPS
EWS-Fli block: inhibitors of EWS/Fli oncoprotein transcriptional activity | inhibition, % at 12.6 µM | A673 NR0B1-luciferase reporter, viability-normalised | actives 0.67% (n = 350,000) | AID 651661;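 active = mean inhibition of at least 50% after viability correction, with every replicate also passing that limit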;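 note: firefly luciferase signal divided by Alamar Blue viability fluorescence both relative to DMSO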
XiGFP reactiv: X-chromosome reactivation activator; XiGFP mouse fibroblasts, % GFP-positive cells imaging, 3 d; cells co-treated with 5-aza-dC sensitizer; scaled so ellipticine positive control = 100%; activation, % at 7.58 µM; actives 0.055% (n = 360,000); AID 743238;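 active = mean normalized replicate activation at least 10% and every replicate at or above 10%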;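 note: 0% = median of on-plate neutral control wells and 100% = ellipticine 6 µM median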
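Material: XiGFP fibroblasts, SV40-immortalized. Buffer or medium: DMEM plus 5-aza-dC sensitizer. Compound: single concentration per compound, delivered by pin transfer. Times: 3 days compound exposure. Controls: ellipticine 6 µM.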
RAD54 branch: blocks human RAD54 Holliday junction branch migration. Q92698. FAM/BHQ fluorescence. inhibition, % at 10.4 µM. actives 0.14% (n = 360,000). AID 602329;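 active = mean normalized replicate activity at least 40 and at least half of replicates scoring 40 or more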;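 note: 0% = median of neutral control wells and 100% = median of positive control wells; inhibitors cause a drop in the FAM fluorescence signal; in these data hits start at about 50%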
* marks the source's active call; other numbers are inactive results; nt = no result given.

compound,esBAF inh,XiGFP reactiv,RAD52 anneal inh,E-selectin induc,FN deposition inh,S100A4 inh HTS,RAD54 branch,EWS-Fli block
COc1ccc(Cc2nnc(SCC(=O)N3CCCC(C)C3)o2)cc1 (configuration not stated),nt,0.2,-14,nt,-7,0,nt,-16
Cc1ccc(S(=O)(=O)Nc2ccc3c(c2)C(=O)N([C@@H](C)CO)C[C@@H](C)[C@@H](CN(C)C(=O)Nc2cccc4ccccc24)O3)cc1,2,-0.3,nt,0.8,nt,nt,-1,-22
CC(=O)Nc1ccc(S(=O)(=O)Oc2ccc(/C=N/N=C3/NC(=O)C(CC(=O)O)S3)cc2)cc1 (configuration not stated),nt,0.0,-8,nt,1,-1,nt,0
COC(=O)C(Cc1c[nH]c2ccccc12)N1CCS(=O)(=O)CC1 (configuration not stated),-8,0.1,-11,4.3,2,1,-2,-1
CNC[C@H]1OCCCC[C@@H](C)Oc2ccc(NS(=O)(=O)c3ccc(C)cc3)cc2C(=O)N([C@@H](C)CO)C[C@H]1C,-4,0.3,-87,0.0,-9,-4,0,-10
O=C(C[C@@H]1CC[C@@H](NS(=O)(=O)c2ccccc2)[C@H](CO)O1)NCCN1CCCCC1,-2,0.2,-3,0.8,nt,0,4,-6
O=S(=O)(c1ccccc1)N1CC[C@@H]2[C@H](CO)Nc3ccc(C#CC4CCCCC4)cc3[C@@H]21,nt,0.2,-61,2.1,-3,-22,nt,1
C[C@H](CO)N1C[C@H](C)[C@H](CN(C)S(C)(=O)=O)Oc2ncc(C#Cc3ccccc3)cc2C1=O,3,-0.8,5,-0.1,2,-2,3,0
C[C@H](O)C#Cc1cnc2c(c1)C(=O)N([C@H](C)CO)C[C@H](C)[C@@H](CN(C)C(=O)Cc1ccccn1)O2,2,-1.1,-21,0.4,11,10,2,0
CC(=O)Nc1ccc(C)c(NS(=O)(=O)c2cccc(C(F)(F)F)c2)c1,6,0.0,-3,0.3,-2,-1,7,7
CCCCn1c(O)c(N=NC(=O)c2ccco2)c2ccccc21,nt,0.0,0,-0.3,11,5,nt,-13
CSc1ccc(OC2(C)CCN(Cc3ccc(OC(C)C)cc3)C2)cc1 (configuration not stated),6,0.3,28,0.5,-2,0,-2,0
COc1ccc(N(C(C)=O)C2C=CS(=O)(=O)C2)c(OC)c1 (configuration not stated),-10,nt,11,nt,nt,5,-7,3
Cc1ccc(-n2ccc(-c3nn(-c4ccccc4)ccc3=O)n2)cc1,nt,0.0,-22,nt,1,-3,nt,6
Cc1onc(-c2ccccc2)c1C(=O)N(CC(C)C)c1c(N)n(CC(C)C)c(=O)[nH]c1=O,-5,0.0,-7,nt,9,-1,-8,0
O=C1OC[C@H]2CCCN2C(=O)[C@@H](CC(=O)N(CCO)Cc2ccccc2)C/C=C\CC[C@H]1Cc1ccc(F)cc1,3,0.4,-4,-0.4,7,-4,-6,0
O=C(NCCCO)c1cc2ccccc2[nH]1,nt,-0.3,-8,1.4,7,2,nt,10
O=C(COC(=O)C1CC1)Nc1ccc(Cl)cn1,-5,-0.6,-20,0.7,-6,0,6,-2
C[C@@H]1CN([C@H](C)CO)C(=O)Cc2cc(NC(=O)Cn3cnnn3)ccc2O[C@@H]1CN(C)CC1CCCCC1,1,-0.1,14,0.0,-10,-17,-6,-1
COCCN1Cc2cccc(C(=O)Nc3ccc(S(=O)(=O)N4CCCCC4)cc3)c2C1=O,4,0.4,-4,-0.2,-3,-4,-4,-5
CN(C)C(=O)C1C2NC(=S)N(c3ccccc3)C1(C)Oc1ccccc12 (configuration not stated),nt,0.1,-2,5.2,8,4,nt,-1
O=C(CCCCCN1C(=O)C2C3C=CC(C3)C2C1=O)Nc1nccs1 (configuration not stated),12,0.4,-16,nt,-10,15,11,-4
CSc1ccc(CN2C(=O)C(C)Sc3ccc(C(C)=O)cc32)cc1 (configuration not stated),-9,0.0,-8,nt,-10,0,3,0
CCCNC(=O)N(C)C[C@H]1Oc2ncc(C#CCc3ccccc3)cc2C(=O)N([C@@H](C)CO)C[C@H]1C,6,0.0,4,-0.3,nt,-2,-4,-3
COc1ccc(NC(=O)N(C)C[C@H]2Oc3ccc(NS(=O)(=O)c4cccs4)cc3CC(=O)N([C@@H](C)CO)C[C@H]2C)cc1,0,-0.2,nt,0.5,14,nt,2,-8
COc1ccccc1CNC(=O)C(=O)NCC1CCCN1S(=O)(=O)c1cc(C)ccc1C (configuration not stated),5,0.1,-21,nt,-6,2,-1,0
Cn1c(NC(=O)c2cc(Cl)ccc2Cl)cc(=O)n(C)c1=O,-6,0.0,-2,-0.1,-8,7,-2,0
CC1(C)CC(NC(=O)C2CCN(S(=O)(=O)c3cccc(C(F)(F)F)c3)CC2)CC(C)(C)N1,-1,0.1,5,-0.1,-2,1,0,-1
CCCS(=O)c1nc(C)cc(C)c1S(C)(=O)=O (configuration not stated),nt,4.9,-25,nt,-7,-3,nt,5
Cc1ccc(/C=C/C(=O)OCC(=O)NC(=O)NCc2ccccc2)cc1,-2,-0.1,-15,nt,-3,-3,-7,2
Clc1ccccc1-c1nnc2n1-c1ccccc1SC2,nt,0.4,-10,1.7,-11,-5,nt,-25
CCOC(=O)C1CCCN(C2=NC(=O)/C(=C/c3ccc(O)c(OC)c3)S2)C1 (configuration not stated),2,-0.1,-17,-0.3,8,-5,5,20
CCOC(=O)C1=CN(Cc2ccc(OC)cc2)C=C(C(=O)OCC)C1c1cccs1,nt,0.2,-26,nt,-3,0,nt,1
COCC(=O)Nc1ccc2c(c1)C(=O)N(C)[C@@H]1CC[C@H](CC(=O)NCC3CCCCC3)O[C@@H]1CO2,1,0.2,-14,-0.1,-18,6,-7,3
CCN1CCN(c2cc(C)c3cc(NC(=S)N4CCCC(C)C4)ccc3n2)CC1 (configuration not stated),-23,-0.3,52*,nt,9,-7,63*,7
CC(C)C#Cc1ccc([C@@H]2[C@@H](CO)N3C(=O)CN(C(=O)C4CCCCC4)C[C@@H]23)cc1,nt,0.0,18,0.3,nt,14,nt,5
O=C1COc2ccc(S(=O)(=O)N3CCC(C(=O)NCc4ccc(F)cc4)CC3)cc2N1,-6,0.0,-1,nt,3,-3,8,nt
C[C@@H]1CCCCO[C@@H](CN(C)C)[C@H](C)CN([C@@H](C)CO)C(=O)c2cc(NC(=O)Nc3ccc(C(F)(F)F)cc3)ccc2O1,3,0.0,53*,0.3,nt,2,6,-2
O=C(c1ccccc1)C1CCN(C(=O)C2CCC(=O)N(Cc3cccc(F)c3)C2)CC1 (configuration not stated),9,0.0,-29,-0.6,2,10,-13,4
CCc1nc2c(OCc3cc(Cl)cc(Cl)c3)cccn2c1N(C)C(=O)c1ccc(C)cc1,-8,0.3,-20,-0.3,4,9,-2,6
Cc1ccc(NC(=O)N2CCN(S(=O)(=O)c3ccccc3)CC2)cc1,nt,0.0,-4,nt,nt,-4,nt,-12
COc1ccc(CN(C)C[C@H]2Oc3ccc(NS(=O)(=O)c4cn(C)cn4)cc3CC(=O)N([C@H](C)CO)C[C@@H]2C)cc1,1,0.0,-3,-18,-4,-1,-3,-7
CCC(Sc1nc(C)cc(C)n1)C(=O)O (configuration not stated),-5,nt,-3,nt,nt,-3,-9,6
O=C(O)C1CCCN(S(=O)(=O)Cc2ccccc2)C1 (configuration not stated),3,0.1,-5,0.3,8,-3,7,-4
CNc1ncnc2c1ncn2[C@H]1CN(CCN2CCOCC2)C[C@@H](CO)O1,9,-0.1,10,0.8,1,-3,-1,2
OC(CN1C2=NCCCN2c2ccccc21)c1ccc(Cl)cc1 (configuration not stated),-4,-0.1,2,nt,-13,-3,-4,-3
C#CCN1C(=O)S/C(=C\c2ccc(-c3ccc(Cl)c(C(=O)O)c3)o2)C1=O,38,0.0,-36,-0.1,4,4,-4,-102
CCc1cc2c(SCC(=O)N3CC(=O)Nc4ccccc43)ncnc2s1,6,0.2,-32,-6.0,3,-5,6,3
O=C(NCc1ccncc1)C(=O)N/N=C/c1ccccn1,nt,0.2,-12,4.1,0,6,nt,-11
CC(=O)N(c1ccc2oc(=O)sc2c1)S(=O)(=O)c1cccc2cccnc12,-7,0.1,-7,nt,-11,1,-8,4

More entries:
compound,esBAF inh,XiGFP reactiv,RAD52 anneal inh,E-selectin induc,FN deposition inh,S100A4 inh HTS,RAD54 branch,EWS-Fli block
O=C(COc1ccc(Br)cc1)Nc1ccccc1C(=O)N1CCOCC1,-1,0.0,-9,-4.0,-1,-1,2,2
C[C@@H](NC(=O)C[C@@H]1CC[C@@H]2[C@H](COC[C@H](O)CN2C(=O)Nc2ccccc2)O1)c1ccccc1,8,-0.1,12,0.0,-2,-1,2,-5
COCn1ccnc1C(=O)c1ccco1,0,0.0,-9,0.2,-3,-2,-7,5
Cc1cccc(S(=O)(=O)N2CCCCN3[C@@H](CO)[C@@H](c4ccc(-c5ccncc5)cc4)[C@@H]3C2)c1,1,0.1,13,0.6,nt,-13,9,9
Cc1noc(C)c1NC(=O)N(C)C[C@H]1Oc2ccc(NC(=O)CCCN(C)C)cc2C(=O)N([C@H](C)CO)C[C@H]1C,nt,0.1,-10,-0.1,5,-12,nt,-3
COC(=O)CCc1c(C)nc(N)[nH]c1=O,-2,nt,-8,nt,nt,1,-6,nt
O=C(CSCc1ccc(Cl)cc1)Nc1ccc(S(=O)(=O)N2CCCCCC2)cc1,-6,0.0,nt,9.7,3,nt,11,nt
Cc1ccc(S(=O)(=O)NC2CCN(Cc3ccc(OCCO)cc3)CC2)cc1,nt,nt,37,nt,nt,7,-48,3
Cc1nn(C)c(C)c1CN(C)C(=O)C1(C)CC1(Br)Br (configuration not stated),nt,0.0,-6,nt,1,-13,nt,4
O=c1[nH]c(=S)c2ncn(-c3ccccc3)c2[nH]1,nt,0.0,-7,nt,2,-17,13,2

Random excerpt: 6 records from the list.
compound,esBAF inh,XiGFP reactiv,RAD52 anneal inh,E-selectin induc,FN deposition inh,S100A4 inh HTS,RAD54 branch,EWS-Fli block
O=c1[nH]c(=S)c2ncn(-c3ccccc3)c2[nH]1,nt,0.0,-7,nt,2,-17,13,2
Cc1ccc(S(=O)(=O)NC2CCN(Cc3ccc(OCCO)cc3)CC2)cc1,nt,nt,37,nt,nt,7,-48,3
Cc1cccc(S(=O)(=O)N2CCCCN3[C@@H](CO)[C@@H](c4ccc(-c5ccncc5)cc4)[C@@H]3C2)c1,1,0.1,13,0.6,nt,-13,9,9
COC(=O)CCc1c(C)nc(N)[nH]c1=O,-2,nt,-8,nt,nt,1,-6,nt
O=C(COc1ccc(Br)cc1)Nc1ccccc1C(=O)N1CCOCC1,-1,0.0,-9,-4.0,-1,-1,2,2
Cc1noc(C)c1NC(=O)N(C)C[C@H]1Oc2ccc(NC(=O)CCCN(C)C)cc2C(=O)N([C@H](C)CO)C[C@H]1C,nt,0.1,-10,-0.1,5,-12,nt,-3
